DUSP3 inh – inhibitors of human VHR1 phosphatase (DUSP3). P51452. AID 1654. inhibition, % at 13.3 µM. recombinant VHR phosphatase, pNPP absorbance. actives 0.52% (n = 290,000); in the data active = inhibition above about 50%; note: some compounds called inactive have numbers as strong as hits
Target sequence (P51452 whole entry, looked up): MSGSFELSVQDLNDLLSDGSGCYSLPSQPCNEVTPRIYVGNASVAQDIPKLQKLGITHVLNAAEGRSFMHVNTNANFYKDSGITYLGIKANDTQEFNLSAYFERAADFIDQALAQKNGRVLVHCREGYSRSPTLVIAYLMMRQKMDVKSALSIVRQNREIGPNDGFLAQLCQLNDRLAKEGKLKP
GDH-TPI inh – counter-screen for M. tuberculosis FBA inhibitors: GDH-TPI coupled enzymes. actives 1.2% (n = 360,000). GDH-TPI coupled enzyme counterscreen, NADH absorbance. inhibition, % at 4.8 µM;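 note: 0% = DMSO wells and 100% = wells lacking the enzyme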
Mtb BioA inh – BioA (M. tuberculosis) enzyme inhibition | purified M. tuberculosis BioA enzyme, plate reader | actives 0.096% (n = 360,000) | inhibition, % at 9.99 µM; in the data active = inhibition above about 40%; inconclusive = no clear call, values can overlap the other calls
Rv3671c protease – inhibits the M. tuberculosis serine protease Rv3671c; P9WHR9; inhibition, % at 5.96 µM; actives 0.048% (n = 320,000); AID 2606; in the data active = inhibition above about 38%;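 note: extracellular domain of Rv3671c used as enzyme; 0% = enzyme with DMSO and 100% = no enzyme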
Mtb UGM inh – Mtb UDP-galactopyranose mutase inhibition. purified UGM, fluorescence polarization probe displacement. P9WIQ1. actives 0.06% (n = 320,000). inhibition, % at 10 µM; in the data active = inhibition above about 10%, passing the limit was not always enough; inconclusive = no clear call, values can overlap the other calls
Target sequence (P9WIQ1 whole entry, looked up): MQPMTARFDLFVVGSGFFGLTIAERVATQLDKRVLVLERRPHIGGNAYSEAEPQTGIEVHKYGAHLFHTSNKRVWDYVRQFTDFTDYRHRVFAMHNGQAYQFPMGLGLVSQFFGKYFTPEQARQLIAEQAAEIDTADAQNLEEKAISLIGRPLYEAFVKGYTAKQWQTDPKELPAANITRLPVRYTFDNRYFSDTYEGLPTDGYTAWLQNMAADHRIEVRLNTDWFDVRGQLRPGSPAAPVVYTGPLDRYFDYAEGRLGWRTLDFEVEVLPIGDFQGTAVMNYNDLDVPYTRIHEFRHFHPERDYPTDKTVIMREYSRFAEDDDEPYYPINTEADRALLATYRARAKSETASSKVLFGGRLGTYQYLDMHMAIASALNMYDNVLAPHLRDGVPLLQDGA
FadD28 FP inh – inhibitors of Mycobacterium tuberculosis FadD28 bisubstrate binding. FadD28 bisubstrate probe binding, fluorescence polarization. inhibition, % at 12.5 µM. actives 0.22% (n = 360,000). AID 588549; in the data active = inhibition above about 8.5%, passing the limit was not always enough; inconclusive = no clear call, values can overlap the other calls
CCHF vOTU inh – blocks the CCHF virus ovarian tumor domain protease; CCHFV vOTU protease, Pep-AMC fluorescence; inhibition, % at 11.5 µM; actives 0.55% (n = 370,000); note: 0% = vehicle wells with enzyme and 100% = no enzyme wells
BoNT-F LC inh – blocks Botulinum neurotoxin F light chain protease | Multiplex microsphere protease cleavage assay, flow cytometry | inhibition, % at 10 µM | actives 0.22% (n = 360,000); in the data active = inhibition above about 35%, passing the limit was not always enough; inconclusive = no clear call, values can overlap the other calls; note: plate controls were buffer without enzyme for full effect and enzyme alone for no effect
FBA Mtb inh – inhibits M. tuberculosis FBA enzyme; P9WQA3; purified M. tuberculosis FBA, fluorescence read-out; inhibition, % at 1 µM; actives 2.3% (n = 360,000); in the data active = inhibition above about 27%;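 note: 0% = vehicle and 100% = reference inhibitor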
Target sequence (P9WQA3 whole entry, looked up): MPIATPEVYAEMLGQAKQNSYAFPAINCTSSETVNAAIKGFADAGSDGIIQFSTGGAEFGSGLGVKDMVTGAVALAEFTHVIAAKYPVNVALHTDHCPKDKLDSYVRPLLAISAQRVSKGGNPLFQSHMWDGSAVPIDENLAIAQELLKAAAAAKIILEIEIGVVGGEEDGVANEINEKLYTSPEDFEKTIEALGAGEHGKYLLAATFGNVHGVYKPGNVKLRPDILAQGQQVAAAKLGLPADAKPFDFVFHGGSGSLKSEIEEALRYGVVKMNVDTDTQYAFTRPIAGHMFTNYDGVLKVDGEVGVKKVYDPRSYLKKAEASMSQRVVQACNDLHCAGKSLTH
MazF activator – activators of E. coli MazEF toxin-antitoxin RNase; P0AE70; FAM/BHQ RNA-DNA oligo cleavage fluorescence, 5 h; activation, % at 20 µM; actives 0.32% (n = 350,000); in the data active = activation above about 50%
Target sequence (P0AE70 whole entry, looked up): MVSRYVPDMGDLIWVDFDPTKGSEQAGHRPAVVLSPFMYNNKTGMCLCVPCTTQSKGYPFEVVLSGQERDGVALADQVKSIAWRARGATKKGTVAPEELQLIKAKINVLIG
* marks the source's active call; other numbers are inactive results; ? = inconclusive; / = not tested or not shown. Cut-off read from the data, not from the text of the source, unless noted: active = inhibition above about 30%; inactive = the rest. Compounds were not picked by outcome; any-hit rate near 4.9%.

Preview:
SMILES	DUSP3 inh	GDH-TPI inh	Mtb BioA inh	Rv3671c protease	Mtb UGM inh	FadD28 FP inh	CCHF vOTU inh	BoNT-F LC inh	FBA Mtb inh	MazF activator
CCC(C)NC(=O)c1cc(-c2ccc(OC)cc2)on1 (stereo not drawn)	14	10	/	10	/	0.4	-6	-2	8	-22
COc1cc(NC(=O)CSc2nc3ccccc3c(=O)n2C)ccc1NC(=O)c1ccco1	21	12	/	6	-1.5	-0.5	-5	17	1	5
COc1ccccc1NS(=O)(=O)c1cccc(C(=O)NN)c1	24	6	3.7	-8	2.9	-3.7	18	0	1	3
Cc1ccc(CNC(=O)Cn2cccc2C(=O)c2ccccc2)cc1	1	7	-1.8	3	2.3	0.9	12	0	1	1

Main list, from the start:
SMILES	DUSP3 inh	GDH-TPI inh	Mtb BioA inh	Rv3671c protease	Mtb UGM inh	FadD28 FP inh	CCHF vOTU inh	BoNT-F LC inh	FBA Mtb inh	MazF activator
CCC(C)NC(=O)c1cc(-c2ccc(OC)cc2)on1 (stereo not drawn)	14	10	/	10	/	0.4	-6	-2	8	-22
COc1cc(NC(=O)CSc2nc3ccccc3c(=O)n2C)ccc1NC(=O)c1ccco1	21	12	/	6	-1.5	-0.5	-5	17	1	5
COc1ccccc1NS(=O)(=O)c1cccc(C(=O)NN)c1	24	6	3.7	-8	2.9	-3.7	18	0	1	3
Cc1ccc(CNC(=O)Cn2cccc2C(=O)c2ccccc2)cc1	1	7	-1.8	3	2.3	0.9	12	0	1	1
O=C(CCn1c(=O)[nH]c2ccsc2c1=O)N1CCN(c2ccc([N+](=O)[O-])cc2)CC1	26	8	5.2	0	2.1	-0.9	1	14	-3	3
Cn1cc(-c2nnc(-c3ccccc3)o2)c2ccccc21	44	15	0.0	0	-1.8	2.0	-26	2	173*	3
COC(=O)C1=C(CCc2ccccc2)NC(=O)NC1c1ccc(Br)cc1 (stereo not drawn)	13	4	-1.6	-17	-1.4	-1.9	7	-4	-1	3
CCN(CC(=O)Nc1c(F)cccc1F)C(=O)Cc1ccsc1	/	-3	-1.9	-1	-1.1	/	-11	-6	2	9
COc1cccc(C(=O)NNc2c3ccccc3nc3ccccc23)c1	24	12	-2.2	4	-0.9	/	-26	-8	8	-6
COc1ccc(-c2cc(C(=O)Nc3sc4c(c3C#N)CCCC4)c3ccccc3n2)cc1OC	41	12	-3.0	-3	-3.1	-0.2	-1	-20	-3	12
CCOC(=O)C1=C(NC(=S)NC(=O)c2ccccc2)c2ccccc2CC1C(C)C (stereo not drawn)	3	2	-1.0	55*	-6.3	-1.3	11	-11	2	-1
CCOC(=O)c1sc(NC(=O)/C=C/c2c(F)cccc2Cl)nc1C	8	6	/	-8	-0.4	-1.6	-7	-2	0	0
Cc1ccc(-c2ccc(=O)n(Cc3c(F)cccc3Cl)n2)cc1	-7	12	0.6	/	1.8	-0.9	18	25	2	1
COc1cc2cc(CN(Cc3nnnn3Cc3ccco3)C3CCCCC3)c(=O)[nH]c2cc1OC	-11	9	-3.6	-1	-0.1	2.2	-5	-1	40*	20
O=C(COC(=O)c1ccc(S(=O)(=O)N2CCCC2)cc1)NCc1ccc(Cl)cc1	0	20	-1.2	-9	1.7	-2.7	4	-36	-8	-4
O=C(O)C(Cc1ccc(OS(=O)(=O)Cc2ccccc2)cc1)NS(=O)(=O)Cc1ccccc1 (stereo not drawn)	/	6	2.2	/	/	-3.3	-5	-4	1	2
Clc1ccc2c(c1)C(N1CCNCC1)=Nc1ccccc1O2	1	6	-0.5	3	3.9	-4.4	5	-5	0	18
Cc1cc(C(=O)CSc2nnc3ccccn23)c(C)n1-c1ccccc1	9	14	/	3	-2.3	-1.0	1	-31	3	-3
Cc1occc1C(=O)NC(C)c1ccc2c(c1)OCO2 (stereo not drawn)	17	-1	-1.0	-1	-0.1	0.2	-2	-11	4	1
Cc1c(NC(=O)c2ccc(Br)o2)cccc1C(=O)O	0	1	0.3	0	-1.0	0.7	-5	0	0	-2
Cc1nn(CC(=O)NCc2ccccc2F)c(C)c1[N+](=O)[O-]	16	2	/	-6	1.8	1.4	-7	-4	1	-3
CCOC(=O)NC(=O)/C(C#N)=N/Nc1ccc(F)cc1	-2	4	-0.2	-16	1.4	-0.9	0	2	0	7
Cc1ccc(Cl)cc1NC(=O)C1C2CCC(O2)C1C(=O)O (stereo not drawn)	-19	1	-0.9	5	-1.2	-1.1	9	3	-1	6
O=C(CSc1ccc2nnc(-c3ccccn3)n2n1)Nc1ccccc1	37	4	0.7	8	1.0	-0.1	-3	-3	-2	-7
CCCCn1c2ccccc2c2nnc(SCC(=O)NC3=NN=C(c4ccccc4)CS3)nc21	22	/	/	-3	0.2	/	7	/	/	/

Continued; the last 2 above are carried over.
SMILES	DUSP3 inh	GDH-TPI inh	Mtb BioA inh	Rv3671c protease	Mtb UGM inh	FadD28 FP inh	CCHF vOTU inh	BoNT-F LC inh	FBA Mtb inh	MazF activator
O=C(CSc1ccc2nnc(-c3ccccn3)n2n1)Nc1ccccc1	37	4	0.7	8	1.0	-0.1	-3	-3	-2	-7
CCCCn1c2ccccc2c2nnc(SCC(=O)NC3=NN=C(c4ccccc4)CS3)nc21	22	/	/	-3	0.2	/	7	/	/	/
COC(=O)[C@H]1C[C@H](OC(=O)NCc2ccccc2F)[C@@]2(O)CN(S(=O)(=O)c3ccc(C)cc3)CC2[C@H]1C(=O)OC (stereo partly drawn)	/	-8	0.5	/	/	-4.3	0	4	-1	5
Cc1nc(NCc2ccco2)c2oc3ccccc3c2n1	-8	1	0.8	0	2.6	-1.3	25	-2	2	-1
COc1ccc(-c2ccc(F)cc2)cc1[C@H]1[C@H]2C=CC[C@@H](C)[C@@H]2C(=O)N1Cc1ccccc1	11	17	-4.1	0	-0.7	-0.4	2	-6	3	-6
S=c1[nH]nc(-c2ccccn2)n1/N=C/c1ccc(-c2ccccc2Cl)o1	-6	18	/	3	4.6	-0.4	26	-4	0	2
CCc1noc(C)c1C(=O)N1CCCC(N2CCN(c3ccc(F)cc3)CC2)C1 (stereo not drawn)	10	17	-0.2	-3	1.6	-1.2	5	1	1	10
CSCc1ccc(C(=O)Nc2ccc(C(N)=O)cc2)cc1	3	-3	/	-5	-3.5	-1.7	-7	5	-4	5
Cc1cccc(C2c3[nH]c4ccccc4c3CCN2Cc2cccn2-c2ncccn2)c1 (stereo not drawn)	18	1	/	-12	-1.4	-3.4	-7	-5	5	-6
O=C(COc1ccc(S(=O)(=O)N2CCOCC2)cc1)Nc1ccc(Br)cc1	/	15	-1.9	-5	3.0	-2.4	11	1	-2	-2
O=C(Nc1ccc(S(=O)(=O)NC2=NCCCCC2)cc1)c1cc(F)c(F)cc1Cl	/	0	0.6	/	/	0.8	19	/	1	2
Cc1ccc(NS(=O)(=O)c2cccc(C(=O)NCC(c3ccco3)N3CCCCC3)c2)cc1 (stereo not drawn)	8	4	-0.5	18	3.0	-2.0	5	-4	0	5
O=C(CCC(=O)Nc1ccccc1Cl)NNC(=O)NC1CCCCC1	5	-7	-3.1	-5	0.7	1.2	12	-3	5	-5
CC(=O)Nc1ccc(NC(=O)COC(=O)c2cnccn2)cc1	14	2	/	4	0.7	-3.0	-10	-14	0	10
Cc1cc(C)c2[nH]c(C(=O)Nc3ccc4c(c3)OCO4)cc2c1	16	9	/	7	1.4	-0.2	18	?	-2	29
Cc1nnc(SCC(=O)Nc2ccc3c(c2)OCO3)o1	8	-5	-2.1	8	3.1	-1.1	6	-12	-5	0
CCOC(=O)CSc1nnc(N)s1	21	2	/	2	2.1	-2.4	-8	-3	1	1
C=CCn1c(SCC(=O)NCc2ccc3c(c2)OCO3)nnc1C1COc2ccccc2O1 (stereo not drawn)	22	6	-3.8	-5	1.7	-0.9	5	23	3	8
O=c1ccc2nc3ccccc3sc-2c1	/	/	-0.5	/	/	3.5	5	-4	-4	/
COc1ccccc1NS(=O)(=O)c1ccc(NC(C)=O)cc1	11	2	0.5	-4	0.1	-3.2	-5	0	1	-1
O=C1CCC(=O)N1OCCCCOc1ccccc1	20	-7	0.2	1	1.6	-3.7	1	-6	0	0
Cc1ccc(C(=O)N/C(=C\c2cccs2)C(=O)NCC2CCCO2)cc1C (stereo not drawn)	5	5	/	-7	-0.1	-0.9	-14	-1	-2	0
COc1cccc(NC(=O)CN(C)CC(=O)NCc2ccc(F)cc2)c1	/	-5	4.4	-2	-1.4	-1.6	15	1	-2	6
COc1ccccc1N1CCN(CCOc2c(OC)cccc2OC)CC1	-6	16	/	-2	-0.8	0.2	-5	-8	-3	3
Cc1ccccc1NC(=O)C1CCN(S(=O)(=O)c2cccc3nonc23)CC1	21	2	-2.3	6	3.4	-0.8	6	31	3	3
Clc1cccc(Cc2c(-c3cccc(Br)c3)nc3ccc(Cl)cn23)c1	/	/	0.6	/	/	-8.3	18	10	1	/
Cc1cc(=O)[nH]c2c1cnn2Cc1ccccc1	4	7	0.1	7	0.1	-1.0	4	-2	2	7
Remaining list, next part.
SMILES	DUSP3 inh	GDH-TPI inh	Mtb BioA inh	Rv3671c protease	Mtb UGM inh	FadD28 FP inh	CCHF vOTU inh	BoNT-F LC inh	FBA Mtb inh	MazF activator
O=C(N=Nc1c(O)[nH]c2ccccc12)c1ccco1	2	18	-0.3	-2	-2.3	-3.1	14	-7	-8	-22
CCOC(=O)N1CCC(N2C(=O)c3ccccc3C2Nc2cc(Cl)c(OC)cc2OC)CC1 (stereo not drawn)	-5	10	11	9	0.3	1.2	0	1	-2	10
Cc1cc(NC(=O)CSCC(=O)N(C)Cc2cccc(Cl)c2)no1	/	5	13	-1	5.0	1.3	18	-4	3	-1
CC(OC(=O)/C=C/c1cccc(C(F)(F)F)c1)C(=O)NC1CCCCC1C (stereo not drawn)	/	2	/	4	1.1	-0.4	1	4	-1	5
CSc1nc2nccc(-c3ccc(Cl)cc3)n2n1	18	0	-2.0	-3	-1.6	-1.0	-11	-10	0	-18
CC(C)Nc1nnc(SCC(=O)/C=C2\N(C)c3ccccc3C2(C)C)s1	3	4	0.9	-20	0.0	-6.2	1	-3	-3	-2
CCN(CC(=O)NCc1cccs1)C(=O)/C=C/c1cc(Br)ccc1OC(F)F	/	3	-1.3	-2	1.3	-2.5	10	/	4	-14
O=C(NC(c1ccccc1)c1ccsc1)C1CCN(CCOc2ccc(Cl)cc2Cl)CC1 (stereo not drawn)	/	10	-0.7	/	/	-0.7	4	-7	1	/
CCOC(=O)/C=C/C(=O)OCC(=O)N1CCN(C(=O)c2ccco2)CC1	-4	-11	-2.2	-2	1.8	-4.1	-15	3	-2	1
CCCCC(=O)NNC(=S)NCc1ccccc1	13	4	-0.7	-7	-3.3	-0.1	5	0	-1	-4
O=C(NC1CC1)c1cccc(Br)c1	-1	10	/	5	3.9	0.1	0	0	1	-2
Cn1c(SCC(=O)Nc2ccc(N3CCOCC3)cc2)nnc1-c1ccccc1F	20	-1	-2.1	10	2.0	-2.8	-16	-2	-7	-4
CC(=O)c1cccc(NC(=O)c2cc(C(C)C)on2)c1	17	-5	1.1	-1	0.8	-3.5	1	-3	-1	6
CCC1CN(C(=O)N2CCC(C(=O)NCc3cccc(OC)c3OC)CC2)c2cc(C)ccc2O1 (stereo not drawn)	6	-17	-0.7	7	1.0	-3.5	16	4	-3	7
COc1ccc(S(=O)(=O)Nc2cccc3c2O[C@H](CN(C)Cc2ccc(-c4ccccc4)cc2)[C@@H](C)CN([C@H](C)CO)C3=O)cc1	/	8	2.8	1	-1.2	-4.3	-1	-5	0	-6
CC(C)(O)c1nnn(-c2ccccc2)c1C(F)(F)F	17	20	-2.4	-1	2.0	-1.9	7	-32	-2	7
COc1ccc(OC)c(NC(=O)Nc2cccc3ccccc23)c1	4	1	-0.5	0	1.3	-2.4	-5	-15	6	-7
CCCCC(NC(C)=O)c1nc2ccccc2n1CCC (stereo not drawn)	-5	8	-1.3	8	-0.1	1.0	-5	-12	3	5
O=S(=O)(Nc1ncccn1)c1ccc(NC(=S)NCCc2ccc(Cl)cc2)cc1	24	2	/	1	1.4	0.9	5	-2	2	-7
